Screening results as filed in PubChem.
Hck-Nef inh = inhibitors of Nef-activated human Hck kinase, primary screen, biochemical, Z-Lyte FRET, 384-well, Hck-YEEI | Recombinant Hck-YEEI plus Nef, Z-Lyte FRET kinase assay | hit rate 0.68% among 220,000 | inhibition, % at 20 µM | AID 463187, 2010 | Tyrosine-protein kinase HCK (Homo sapiens), P08631;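 active means Hck-Nef kinase inhibition above about 50%, limit read from the data; inactive means inhibition below that limit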;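 further: 0% = DMSO with Hck plus Nef and 100% = Hck alone without Nef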
Target sequence (P08631 whole entry, looked up): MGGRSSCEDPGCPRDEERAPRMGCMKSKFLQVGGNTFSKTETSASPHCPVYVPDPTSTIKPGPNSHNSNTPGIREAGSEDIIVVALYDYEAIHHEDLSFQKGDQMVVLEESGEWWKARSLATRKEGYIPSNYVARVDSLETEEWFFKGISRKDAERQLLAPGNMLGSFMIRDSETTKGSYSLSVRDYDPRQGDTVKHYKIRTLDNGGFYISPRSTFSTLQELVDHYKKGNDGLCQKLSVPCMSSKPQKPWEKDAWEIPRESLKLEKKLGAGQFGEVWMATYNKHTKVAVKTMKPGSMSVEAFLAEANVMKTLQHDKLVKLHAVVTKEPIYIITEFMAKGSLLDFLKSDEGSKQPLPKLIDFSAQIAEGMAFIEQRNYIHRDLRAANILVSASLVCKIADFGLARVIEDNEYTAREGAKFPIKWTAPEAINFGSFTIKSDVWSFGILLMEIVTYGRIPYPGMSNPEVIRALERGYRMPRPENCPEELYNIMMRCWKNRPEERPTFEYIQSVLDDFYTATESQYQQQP
14-3-3 Bad PPI = inhibitors of 14-3-3 zeta/Bad binding, primary screen, biochemical, TR-FRET, bovine 14-3-3 zeta. 14-3-3 protein zeta/delta (Bos taurus), P63103. TR-FRET 14-3-3zeta/Dy647-pBad peptide displacement, 1 h. inhibition, % at 21.7 µM. AID 781, 2007. hit rate 0.71% among 220,000;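 active means inhibition above about 70%, limit read from the data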;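 further: 0% = full 14-3-3 plus peptide FRET controls and 100% = background without 14-3-3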
L929 necroptosis = inhibitors of zVAD-triggered necroptosis, primary screen, L929 cells | hit rate 0.38% among 220,000 | L929 zVAD necroptosis rescue, ATP luminescence, 24 h; with zVAD 60 µM | AID 1377, 2008 | viability rescue, % at 10 µM;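 active means activation, scaled between plate controls, above about 75%, limit read from the data; inactive means activation under that limit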;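 further: 0% = zVAD with DMSO and 100% = DMSO alone without zVAD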
MDM2 E3 inh = MDM2-luciferase reporter signal enhancers, primary screen, MDM2 E3 ligase inhibitor project, cell-based, luminescence, 1536-well | hit rate 0.11% among 210,000 | cell-based MDM2 ubiquitination luciferase reporter, 2 h; 0 = plate control, 100 = twice control, blank-subtracted | signal enhancement, % at 5 µM;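 active means signal enhancement of 30% or more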;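 further: luminescence tracks abundance of the self-degrading MDM2-luciferase fusion protein; higher signal means inhibition of MDM2 E3 ligase activity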
Target sequence (Q00987 whole entry, looked up, the tested form may be a part): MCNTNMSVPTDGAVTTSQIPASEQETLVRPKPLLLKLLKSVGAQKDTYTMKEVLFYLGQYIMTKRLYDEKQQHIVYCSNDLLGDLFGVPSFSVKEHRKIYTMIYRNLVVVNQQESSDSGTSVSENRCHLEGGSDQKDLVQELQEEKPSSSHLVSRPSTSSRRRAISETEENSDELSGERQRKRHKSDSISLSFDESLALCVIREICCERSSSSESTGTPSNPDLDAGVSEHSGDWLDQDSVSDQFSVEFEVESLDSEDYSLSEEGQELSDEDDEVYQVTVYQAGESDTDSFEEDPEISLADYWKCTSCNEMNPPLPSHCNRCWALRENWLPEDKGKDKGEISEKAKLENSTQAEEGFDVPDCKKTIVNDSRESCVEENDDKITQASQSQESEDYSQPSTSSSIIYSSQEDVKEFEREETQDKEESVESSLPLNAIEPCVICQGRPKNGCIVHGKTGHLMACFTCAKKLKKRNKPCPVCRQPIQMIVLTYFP
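Buffer or medium: Cells held in DMEM | Assay system: Stable mammalian line carrying autodegrading MDM2–luciferase fusion reporter | Quantity: 2000 cells/well | Times: 4 h settle plus 2 h compound, 37 °C | Doses: One concentration, 5 µM, with 0.2% DMSO | Technique: Luminescence with SteadyLite reagent, 15 min at room temperature | Benchmarks: Plate controls and plate blanks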
TbHK1 inh = Trypanosoma brucei hexokinase 1 inhibitors, primary screen, biochemical, G6PDH-coupled NADH absorbance, MLSCN library | recombinant TbHK1, G6PDH-coupled NADH A340 | hexokinase 1 [Trypanosoma brucei] | hit rate 0.11% among 220,000 | inhibition, % at 10 µM;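 active means inhibition of 50% or more in the single-dose primary screen; inactive means inhibition below 50%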
Runt-CBFb FRET = inhibitors of RUNX1 Runt–CBFb binding, primary screen, biochemical, FRET, Cerulean-Runt, Venus-CBFb, uHTS; Runt-related transcription factor 1 (Homo sapiens) + Core-binding factor subunit beta …; Cerulean-Runt/Venus-CBFb FRET ratio 530/480, 1 h; inhibition, % at 20 µM; hit rate 0.46% among 220,000; AID 1496, 2009;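 active means inhibition over about 50% at 20 µM in the single-dose screen, limit read from the data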;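 further: 0% = DMSO wells and 100% = excess unlabeled CBFb competitor control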
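Doses: 20 µM compound in 1% DMSO | Material: Cerulean-labeled Runt domain protein | Amount: Each fluorescent fusion protein 100 nM | Schedule: Two 1 h room-temperature incubations shielded from light | Measured by: FRET fluorescence | Evaluation: Loss of energy transfer signal | Controls: Unlabeled CBFb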
NCF1 inh = p47phox/p22phox peptide binding inhibitors, primary screen, biochemical, uHTS, NADPH oxidase regulatory subunit; Neutrophil cytosol factor 1 (Homo sapiens), P14598; fluorescence polarization, 2 h; inhibition, % at 24.7 µM; hit rate 0.53% among 220,000; AID 1274, 2008;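 active means inhibition above about 30%, limit read from the data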;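 further: 0% = p47phox with labelled peptide and 100% = labelled peptide alone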
Runt-SMMHC FRET = inhibitors of RUNX1 Runt–CBFb-SMMHC binding, primary screen, biochemical, FRET, Cerulean-Runt, Venus-CBFb-SMMHC, uHTS | Runt-related transcription factor 1 (Homo sapiens) + Core-binding factor subunit beta … | Cerulean-Runt/Venus-CBFb-SMMHC FRET ratio 530/480, 1 h | inhibition, % at 20 µM | hit rate 0.74% among 220,000;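 active means mean inhibition across duplicate retests at 20 µM reaching about 50%, limit read from the data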;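 further: 0% = DMSO wells and 100% = wells with excess untagged CBFb-SMMHC; inhibitors lower the FRET ratio by blocking Runt binding to CBFb-SMMHC; some results filed as inactive read as strong as hits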
EBV gp42 inh = Epstein-Barr virus gp42 inhibitors, primary screen, biochemical, uHTS, fluorescence polarization | Fluorescence polarization binding assay, mP read-out | AID 1085, 2008 | Glycoprotein 42 (Epstein-Barr virus (strain AG876)), Q1HVG2 | hit rate 0.42% among 220,000 | inhibition, % (tested at 21.74 µM); in the data active means inhibition above about 50%
The depositor's hits bear a star; x = not tested or not shown; [ ] = dose if it differs, or a comment.

Start of the listing, in advance, 3 compounds:
SMILES | Hck-Nef inh | 14-3-3 Bad PPI | L929 necroptosis | MDM2 E3 inh | TbHK1 inh | Runt-CBFb FRET | NCF1 inh | Runt-SMMHC FRET | EBV gp42 inh
CCOc1ccc(NC(=O)Nc2nnc(CC(=O)NCc3ccccc3)s2)cc1 | 24 | 0 | 20 | 7 | 12 | 0 | -8 | 0 | -11
O=C(CSc1ccccn1)Nc1nc2ccc(Br)cc2s1 | 0 | 10 | 0.4 | 10 | 1 | -2 | -7 | 4 | 7
C=CCc1ccc(OCCCN2CCCC(C)C2)c(OC)c1 (centres undefined) | 1 | 38[fluorescence artefact?] | -0.5 | -10 | 7 | 0 | -5 | -2 | -4

All compounds of this part, repeating the preview:
SMILES | Hck-Nef inh | 14-3-3 Bad PPI | L929 necroptosis | MDM2 E3 inh | TbHK1 inh | Runt-CBFb FRET | NCF1 inh | Runt-SMMHC FRET | EBV gp42 inh
CCOc1ccc(NC(=O)Nc2nnc(CC(=O)NCc3ccccc3)s2)cc1 | 24 | 0 | 20 | 7 | 12 | 0 | -8 | 0 | -11
O=C(CSc1ccccn1)Nc1nc2ccc(Br)cc2s1 | 0 | 10 | 0.4 | 10 | 1 | -2 | -7 | 4 | 7
C=CCc1ccc(OCCCN2CCCC(C)C2)c(OC)c1 (centres undefined) | 1 | 38[fluorescence artefact?] | -0.5 | -10 | 7 | 0 | -5 | -2 | -4
CCOC(=O)C1CCN(Cc2cnc(NC(=O)OC)s2)CC1 | 2 | -8 | 0.8 | -29 | 5 | -2 | -7 | 29 | 5
COc1cccc(NC(=O)c2ccc(NC(=O)C3CC(=O)OC34CCCCC4)cc2)c1 (centres undefined) | 1 | -13 | 0.7 | x | 0 | 0 | -3 | -12 | -1
O=C(NC1CCCC1)C1CCCN(S(=O)(=O)c2cnc[nH]2)C1 (centres undefined) | 1 | -6 | 1.6 | -3 | -4 | 2 | -19 | 4 | -12
O=C(CNCc1cccnc1)Nc1cc(C(F)(F)F)ccc1N1CCOCC1 | -36 | 37 | 0.4 | -13 | -9 | -2 | -7 | -7 | -14
O=C1CC(c2ccc(Br)cc2)NC(c2ccc(Br)cc2)C1c1ccccc1 (centres undefined) | 3 | -16 | 1.8 | -6 | 38 | 0 | -12 | 0 | 5
CN(C)CC(O)CN1C(=O)N(CN2C(=O)N(CC(O)CN(C)C)C(=O)C2(C)C)C(C)(C)C1=O (centres undefined) | 20 | -11 | 4.2 | -10 | -3 | 0 | -2 | -2 | -15
COc1cc(SC)ccc1C(=O)OCC(=O)NC1CCCC1 | 23 | -12 | 4.2 | -11 | -2 | -2 | -12 | 0 | -4
COc1ccc(CNC(=O)Nc2cccc3ccccc23)cc1 | -6 | -1 | -0.3 | -8 | -6 | 1 | -9 | -1 | -6
O=C(Cc1noc2ccccc12)Nc1ccc2ccccc2c1 | 8 | -5 | -0.1 | 3 | 3 | 0 | -14 | 4 | -7
CCOc1ccc(CN(C)CC(=O)Nc2ccc([N+](=O)[O-])cc2Cl)cc1 | 6 | 7 | 3.8 | -14 | -6 | -2 | -46 | -5 | -24
CCc1nnc(NC(=O)CN2CCN(C(=O)c3ccccc3)CC2)s1 | 28 | -17 | 3.3 | -2 | -1 | 0 | -7 | 2 | -9
COC(=O)c1c(-c2cccnc2)csc1NC(=O)c1cc(C)on1 | 9 | 3 | -0.1 | -21 | -21 | 6 | -60 | -2 | -17
Cc1cc(NC(=O)CSc2ccc(-c3nc4cc(C)c(C)cc4[nH]3)cn2)no1 | 1 | -8 | 0.6 | -24 | -44 | -4 | -82 | -14 | -42
CCc1c(C)[nH]c(C(=O)OCc2ccccc2)c1C | 18 | 5 | 86* | 0 | 3 | -2 | 4 | -2 | -15
CCC(C(=O)Nc1cc(C(=O)Nc2cc(C)ccn2)ccc1Cl)c1ccccc1 (centres undefined) | 4 | -22[fluorescence artefact?] | 1.2 | 2 | 28 | -2 | 1 | 1 | 7
COc1ccc(NS(=O)(=O)c2cc(C(=O)N3CCN(C(C)=O)CC3)ccc2Cl)cc1 | 20 | 54 | 0.8 | -6 | -1 | 0 | -9 | 2 | -6
COc1ccc(-c2nc(NC(=O)c3ccccc3)sc2-c2ccc([N+](=O)[O-])cc2)cc1 | -3 | -4 | 0.4 | 0 | -18 | x | -33 | -98 | -48
CC1(C)CC(=O)C(C=Nc2ccc(NC3=C(C#N)C(=O)CC(C)(C)C3)cc2)=C(O)C1 | -14 | 1 | 0.5 | -12 | -22 | -1 | 5 | -2 | 2
[O-]/C(=C(\C(=S)Nc1ccc(Cl)cc1)[n+]1ccccc1)c1ccc(OC(F)F)cc1 | 3 | -17 | -0.5 | -6 | -9 | 10 | -6 | -1 | -1
COc1ccccc1CN=c1c([N+](=O)[O-])nn(-c2ccc3c(c2)OCCO3)n1O | 7 | -6[fluorescence artefact?] | 0.1 | -1 | 22 | -1 | -2 | -2 | -1
Cc1ccc(/C=C/C(=O)NC2=NCCS2)cc1 | 2 | 21 | 1.4 | -44 | -31 | -2 | -10 | 2 | -1
COC(=O)CSc1nnc(-c2cccs2)n1-c1ccc(Cl)cc1 | 0 | 10 | -0.4 | -3 | -5 | 0 | 7 | 1 | 6

Additional results
SMILES | Hck-Nef inh | 14-3-3 Bad PPI | L929 necroptosis | MDM2 E3 inh | TbHK1 inh | Runt-CBFb FRET | NCF1 inh | Runt-SMMHC FRET | EBV gp42 inh
O=C(O)c1cccc(S(=O)(=O)N2CCN(C(c3ccccc3)c3ccccc3)CC2)c1 | 28 | -6 | 23 | -27 | -1 | -10 | -12 | -5 | -9
CCOC(=O)C1(CC)NC(c2ccco2)C2C(=O)N(c3ccc(C)cc3)C(=O)C21 (centres undefined) | -2 | 0 | -0.6 | -18 | -4 | 0 | -10 | 0 | -10
Cn1c(=O)c(C(=O)COC(=O)c2cc(-c3ccco3)nc3ccccc23)c(N)n(Cc2ccccc2)c1=O | 61* | -13 | -1.3 | x | -2 | -3 | -50 | -18 | -9
CCc1ccc(CNC(=O)Cn2nc(-c3ccccc3)ccc2=O)cc1 | 7 | -7 | 3.2 | -30 | -2 | -10 | -8 | -2 | -9
Cc1nc2ncnn2c(N2CCN(C(c3ccccc3)c3ccccc3)CC2)c1C | 7 | -13[fluorescence artefact?] | 0.0 | -10 | -12 | -7 | -9 | -5 | 1
O=C(N/N=C/c1cc([N+](=O)[O-])ccc1Cl)c1cc(-c2ccccc2)nc2ccccc12 | 27 | -1 | -1.2 | x | -12 | 0 | -9 | 2 | -12
CCOC(=O)C1=C(C)NC2=C(C(=O)CC(c3ccc(OC)c(OC)c3)C2)C1c1ccc(C)o1 (centres undefined) | 4 | -11 | -0.3 | -4 | -6 | -2 | 4 | 3 | -5
O=C(NC(Cc1ccccc1)C(=O)O)C1CCCCC1 (centres undefined) | 0 | -4[fluorescence artefact?] | 0.1 | -9 | 0 | 0 | 0 | 1 | -4
CSCCC1C(=O)OC2(C)CC(C)(C)NC(=S)N12 (centres undefined) | -7 | -9 | x | 5 | -1 | -2 | -15 | 1 | -15
O=C(O)CCCn1cc(NC(=O)c2cc(F)c(F)cc2Cl)cn1 | -5 | -4 | 0.5 | -13 | 1 | 1 | 0 | -6 | -7
CC1CCCCC1NC(=O)COC(=O)CNC(=O)c1cccc(F)c1 (centres undefined) | 1 | -4 | 1.5 | -5 | -1 | 1 | 8 | 2 | -7
COc1ccc(C(=O)OC(C)CN2CCN(C)CC2)cc1OC (centres undefined) | 6 | 89* | 0.7 | 9 | 8 | -3 | -3 | -4 | -14
COc1ccc(NC(=O)c2c(SC)nsc2SC)cc1 | 2 | -9[fluorescence artefact?] | -0.1 | -15 | -1 | 2 | -6 | 1 | 14
Cc1c(/C=N/Nc2ccc([N+](=O)[O-])cn2)c2ccccc2n1Cc1ccccc1 | 30 | 1 | -0.4 | x | -27 | -9 | -39 | -11 | 12
CCOc1cc(C)c(Cl)cc1S(=O)(=O)n1ccnc1 | 2 | 1 | 2.1 | -3 | -3 | -2 | -9 | 1 | 5
c1ccc(-c2nnc(CSc3ccc4c(c3)OCCO4)o2)cc1 | 24 | -15 | 2.9 | -3 | -5 | -1 | -7 | 0 | -7
COc1ccc(NC(=O)N2CCCC2C(=O)Nc2ccc(C)cc2)cc1 (centres undefined) | 0 | 10 | -0.1 | -9 | 3 | -2 | -5 | -2 | 5
CCN(CC)CCCNC(=S)N(Cc1ccco1)Cc1cc2cc3c(cc2[nH]c1=O)OCCO3 | 0 | -3 | 1.4 | -13 | -9 | 5 | -7 | -12 | 2
CN(C)S(=O)(=O)c1cc(NC(=O)CN2CCN(c3ccccc3O)CC2)ccc1Cl | 18 | -11 | 2.8 | -3 | -5 | 0 | -7 | -1 | -13
O=C(CSc1nnc(-c2ccc(O)cc2)n1Cc1ccco1)c1ccccc1 | 0 | 5 | -0.3 | -13 | -3 | 3 | -2 | -4 | -14
CC(=O)Nc1ccc(Sc2ccccc2C(=O)O)c(C(=O)O)c1 | 17 | 0 | -0.5 | -3 | -8 | 0 | -5 | -1 | -7
Cc1cc(C(=O)NCC(=O)OCC(=O)N2CCCCCC2)ccc1[N+](=O)[O-] | -3 | -9[fluorescence artefact?] | 0.7 | 1 | -9 | 1 | -1 | 0 | -10
Cc1sc2nc(SCC(=O)NCc3ccco3)n(C)c(=O)c2c1C | 2 | -3[fluorescence artefact?] | -0.1 | -7 | -10 | -2 | -24 | 2 | -2
O=C(Nc1ccccc1C(F)(F)F)N1CCN(C(c2ccccc2)c2ccccc2)CC1 | 0 | -6[fluorescence artefact?] | 1.3 | -7 | -7 | -3 | 0 | 0 | -11
O=C(CCCC(=O)NCc1ccccc1)NCc1ccccc1 | 4 | 0 | 1.1 | 7 | 3 | -1 | -4 | 1 | -9
COC(=O)c1nn(-c2ccccc2)ccc1=O | -19 | 9 | 2.9 | -29 | 3 | 2 | -5 | -7 | -2
COC(=O)C(C(=O)OC)C(C)C(C(=O)OC)C(=O)OC | 0 | 1[fluorescence artefact?] | 0.8 | -12 | -7 | 2 | -12 | 0 | -5
CCOC(=O)N1CCN(C(=O)C(=O)Nc2ccc3nc4n(c(=O)c3c2)CCCCC4)CC1 | 0 | 8 | 4.4 | -1 | -14 | 2 | -23 | -1 | -10
CC(C)CC(NC(N)=O)C(=O)OCC(=O)NC(=O)NC1CCCC1 (centres undefined) | 2 | 2[fluorescence artefact?] | 0.9 | 12 | 5 | -3 | -8 | 4 | -1
CCSc1nnc(NC(=O)c2cc(OC)c(OC)c(OC)c2)s1 | 8 | 9 | 0.8 | -10 | -13 | 1 | -2 | 1 | -14
